HEK293 viab = reduces viability of HEK-293 SNCA reporter cells | actives 0.12% (n = 150,000) | AID 1671193 | HEK-293-SNCA-luc viability, GF-AFC fluorescence, 24 h | Potency, µM (series often up to 57.1 µM), for the others: top-dose activity change, negative = cytotoxicity, hits mostly cytotoxic;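 further: potency means the concentration at half of the fitted maximal effect; 0% = DMSO-treated cells and -100% = medium-only wells without cells; nearly all actives have a fitted effect of over 30% in size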
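HEK-293-SNCA-luc cells (1500/well) plated 24 h, then exposed 24 h to a dilution series; GF-AFC added 30 min at 37C, fluorescence 405/540 nm; normalised to medium-only and DMSO wells, Hill fit.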
NIH3T3 tox = cytotoxic compounds in NIH 3T3 cells | Potency, µM (top dose mostly 96.7 µM), without a hit: top-dose activity change, negative = cytotoxicity, most hits filed as inhibitors | actives 4.3% (n = 94,000) | NIH 3T3 viability, CellTiter-Glo ATP luminescence, 48-72 h; further: potency means the concentration at half of the fitted maximal effect; nearly all actives have a fitted effect of over 55% in size
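Mouse fibroblast NIH 3T3 cells, 400 per well, received compound via pintool and were incubated for 48 or 72 hr prior to CellTiter-Glo ATP luminescence measurement.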
FLuc inh = inhibitors of firefly (Photinus pyralis) luciferase; Potency, µM (series often up to 115 µM), inactives show top-dose activity change, negative = inhibition, actives largely listed as inhibitors; AID 1347043; purified P. pyralis luciferase, luminescence, biochemical; actives 2.5% (n = 76,000); further: potency means the concentration at half of the fitted maximal effect; nearly all actives have a fitted effect of over 65% in size
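Biochemical qHTS: compound (6-point titration) added to 10uM D-luciferin plus 10uM ATP in Tris acetate pH 7.5 buffer with Mg, Tween-20 and BSA, then purified enzyme at 10nM; light output imaged.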
IP6K1 inh = IP6K1 kinase inhibition | IP6K1 kinase, ADP-Glo luminescence, 2 h; active compounds read low | Q92551 | actives 0.81% (n = 140,000) | activity change, % (series mostly up to about 58 µM); in the data active means activity change below about -25%
Target sequence (Q92551 whole entry, looked up): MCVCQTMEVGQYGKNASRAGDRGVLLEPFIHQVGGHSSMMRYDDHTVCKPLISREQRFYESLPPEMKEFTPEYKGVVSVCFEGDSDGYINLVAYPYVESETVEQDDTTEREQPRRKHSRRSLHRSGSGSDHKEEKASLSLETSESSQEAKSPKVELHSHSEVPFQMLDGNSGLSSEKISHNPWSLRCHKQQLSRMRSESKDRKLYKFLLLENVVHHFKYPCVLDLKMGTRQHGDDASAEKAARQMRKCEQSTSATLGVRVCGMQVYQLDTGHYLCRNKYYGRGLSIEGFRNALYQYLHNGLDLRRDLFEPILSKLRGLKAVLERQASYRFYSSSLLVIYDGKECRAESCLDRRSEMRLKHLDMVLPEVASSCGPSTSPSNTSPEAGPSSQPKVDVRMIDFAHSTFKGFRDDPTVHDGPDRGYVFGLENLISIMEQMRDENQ
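ADP-Glo luminescence measures ADP made by human IP6K1 during a 2 h RT reaction with ATP/IP6 (mix at 1.3 mM/130 uM); top library doses 57.5 and 19.1 uM final.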
SNCA expr inh = reduces expression of the alpha-synuclein gene; HEK-293 SNCA-luciferase knock-in, luminescence, 24 h; Potency, µM (highest dose often 57.2 µM), for inactives: at the top dose activity change, negative = inhibition, usual class: inhibitors; actives 0.17% (n = 140,000); AID 1671194;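 further: potency means the concentration at half of the fitted maximal effect; plate controls were DMSO cells for no effect and cell-free wells for full effect; nearly all actives have a fitted effect of over 45% in size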
HEK293 tox = kills HEK 293 cells. HEK 293 viability, ATP luminescence (CellTiter-Glo), 48-72 h. Potency, µM (doses to about 115 µM), for inactives: at the highest dose activity change, negative = cytotoxicity, actives largely listed as inhibitors. actives 6.6% (n = 94,000). AID 1345083; further: potency means the concentration at half of the fitted maximal effect; nearly all actives have a fitted effect of over 60% in size
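Cytotoxicity was scored by loss of ATP-coupled luminescence (CellTiter-Glo) in HEK 293 cells. Compound treatment ran 48 or 72 hr at 37 degree Celsius, 5% CO2, 95% humidity.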
GPT2 inhibitor = inhibitors of human GPT2 alanine aminotransferase; Q8TD30; Recombinant GPT2, coupled pyruvate oxidase/HRP Amplex Red fluorescence; Potency, µM (highest dose often 57.7 µM), inactives show top-dose activity change, negative = inhibition, most hits filed as inhibitors; actives 0.25% (n = 100,000); AID 1671188; further: potency means the concentration at half of the fitted maximal effect; nearly all actives have a fitted effect of over 60% in size; many of its hits are not listed in these tables
Target sequence (Q8TD30 whole entry, looked up): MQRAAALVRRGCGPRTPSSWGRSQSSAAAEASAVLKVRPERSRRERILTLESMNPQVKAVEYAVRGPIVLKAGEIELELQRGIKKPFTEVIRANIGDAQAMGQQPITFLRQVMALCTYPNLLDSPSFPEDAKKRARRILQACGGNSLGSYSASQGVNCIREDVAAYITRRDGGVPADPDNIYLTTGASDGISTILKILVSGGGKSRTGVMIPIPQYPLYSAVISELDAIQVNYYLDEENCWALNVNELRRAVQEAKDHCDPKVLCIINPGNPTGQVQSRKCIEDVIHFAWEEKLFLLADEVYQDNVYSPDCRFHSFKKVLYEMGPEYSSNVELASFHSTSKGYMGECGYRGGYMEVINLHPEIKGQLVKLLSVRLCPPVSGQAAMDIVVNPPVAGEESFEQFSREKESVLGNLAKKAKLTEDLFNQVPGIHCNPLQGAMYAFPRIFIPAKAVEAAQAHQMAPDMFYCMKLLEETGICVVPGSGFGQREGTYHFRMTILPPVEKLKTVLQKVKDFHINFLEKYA
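Inhibition is scored from Amplex Red fluorescence generated when pyruvate oxidase and HRP act on pyruvate released by GPT2. Reactions contain 10ng/uL enzyme, 250uM a-KG and 2mM L-alanine and run 30 min at room temperature.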
The depositor's hits bear a star; i = inactive; ? = inconclusive; . = no result given; [ ] = remark or other dose. Unless noted, the call rests on the fitted dose curve; in most records, active means well fitted curve in the direction sought with a large enough effect; inconclusive means small, poorly fitted or top-dose-only effect, or another doubt; inactive means no such curve, though single readings can be large; an effect the other way counts as inactive or inconclusive. Unless noted, on the % scale 0 is the no-effect control and ±100 the full control effect.

Under each structure: SNCA expr inh	HEK293 tox	GPT2 inhibitor	NIH3T3 tox	HEK293 viab	IP6K1 inh	FLuc inh
1: CCOC(=O)C1CCN(C(=O)c2cn3cc(-c4ccc(C)cc4)sc3n2)CC1
→ 9%	-24%	5%	?	11%	4	.
2: Cc1ccsc1C(=O)N1CCc2onc(-c3ccc(F)c(F)c3)c2C1
→ 13%	?	i	?	-4%	-3	-20%
3: CCN1CCC(OCCCNC(=O)c2ccc(CC3CCN(C(C)=O)CC3)cc2)CC1
→ 3%	?	4%	?	?	-8	.
4: O=[S+]1([O-])c2cnccc2OC(COc2ccccc2)CN1C1Cc2ccccc2C1 (configuration not stated)
→ -9%[25.6 µM]	?	i	?	-3%[23.9 µM]	17	.
5: Cc1c(C(=O)OCC2CCCCC2)[nH]c2c1C(=O)CC(c1ccccc1Cl)C2 (configuration not stated)
→ -6%	.	.	.	-3%	14	.
6: COc1cccc(-c2cn3c(n2)N(C(=O)C2CCC2)CCC3)c1
→ 114%[activator]	?	i	5%	0%	-4	?
7: O=C(Nc1cc(-c2ccncc2)nn1-c1ccccc1)c1cccc(Cl)c1
→ -4%	?	i	?	-28%	1	.
8: Cn1c(=O)oc2cc(S(=O)(=O)N3CCCC(C(=O)NCCc4ccccc4)C3)ccc21 (configuration not stated)
→ -4%	.	.	.	2%	-15	.
9: CCC(=O)N1CCc2cc(S(=O)(=O)NCCC(=O)Nc3ccc(C)cc3C)ccc21
→ ?	.	.	.	4%	11	.
10: O=C(c1ccccc1)N1CCN(Cc2ccccc2-c2ccccc2F)CC1
→ -17%	?	-2%	?	?	-5	.
11: CCCCn1c(=O)c(C(=O)N2CCCCC2)nc2cccnc21
→ 4%[87.6 µM]	0%[172 µM]	i	-24%[138 µM]	-2%[87.6 µM]	18	.
12: COc1ccc(-c2cc(N3CCCC(NC(=O)c4c[nH]c5ccccc45)C3)n[nH]2)cc1 (configuration not stated)
→ 42%[activator]	?	-23%	?	?	10	10µM*
13: O=C(NC1CCCCC1)C1CN(C(=O)c2ccc(F)c(F)c2)CC12CCOCC2 (configuration not stated)
→ 18%	-2%	-8%	4%	3%	12	4%
14: O=C(CCCc1ccccc1)NC1CC(=O)N(c2cccc(F)c2)C1 (configuration not stated)
→ -21%	.	.	.	?	-3	.
15: CCN1C(=O)C2CC3(CCN(C(=O)c4ccc(OC)cc4)CC3)CN2C1=O (configuration not stated)
→ ?	i	-14%	-20%	-26%	-8	-15%

Next records.
Under each structure: SNCA expr inh	HEK293 tox	GPT2 inhibitor	NIH3T3 tox	HEK293 viab	IP6K1 inh	FLuc inh
16: Cn1ncc2c(C(=O)NC3CC3)cc(-c3ccc(C(F)(F)F)cc3)nc21
→ .	?	.	?	.	-16	.
17: Cc1ccc(OCC(=O)c2ccc3c(c2)N(C(C)C(=O)NCC2CCCO2)C(=O)CO3)cc1C (configuration not stated)
→ 8%	?	i	-9%	3%	-5	-16%
18: CCOC(=O)c1cc2c(=O)n3ccccc3nc2n(Cc2ccco2)c1=NC(=O)c1ccccc1Br
→ ?	.	.	.	?	-17	.
19: CNC(=O)C1CCC(Cn2c(=O)c3sccc3n(CC(=O)N3CCCC(C)C3)c2=O)CC1 (configuration not stated)
→ 14%	.	.	.	?	2	.
20: CC(C)c1ccc(S(=O)(=O)NCc2ccc3c(c2)CCN3C(=O)c2ccccc2)cc1
→ 3%	.	.	.	-3%	24	.
21: Cc1noc2c(-c3cccc(O)c3)cc(-c3ccccc3)nc12
→ ?	50µM*	-4%[88.5 µM]	28µM*	-24%[87.6 µM]	-7	7%[172 µM]
22: COc1ccc2oc(=O)c(C(=O)Nc3cccc(C(=O)O)c3)cc2c1
→ -25%	.	.	.	15%	-16	.
23: COc1ccc(C2(CNC(=O)C(=O)Nc3ccccc3C)CCCC2)cc1OC
→ 0%	.	.	.	-5%	27	.
24: CNC(=O)c1cc(C2CC2)nc2onc(C3CCN(C(=O)C4CCCC4)C3)c12 (configuration not stated)
→ .	-23%	.	?	.	-7	.
25: COc1ncccc1-c1cnc2[nH]cc(CC(=O)Nc3cccc(Cl)c3)c2c1
→ 13%[87.6 µM]	32µM*	-8%[88.5 µM]	?	?	28	13%[172 µM]
26: CC(=O)Nc1ccc(NC(=O)c2nc(S(=O)(=O)Cc3ccc(F)cc3)ncc2Cl)cc1
→ ?	.	.	.	7.9µM*	0	.
27: CCn1c(=O)n(-c2cccc(Cl)c2)c(=O)c2sc3ccccc3c21
→ 13%	.	.	.	?	-11	.
28: COc1cc2nc(N3CCC(N4CCCCC4)CC3)nc(NC3CCCCCC3)c2cc1OC
→ .	.	0%	.	24µM*	14	.
29: COCCn1c(=O)c2c(n1Cc1ccccc1)CN(Cc1ccc(C(C)C)cc1)CC2
→ -15%[87.6 µM]	?	-2%[88.5 µM]	?	-22%[87.6 µM]	0	-9%[172 µM]
30: COc1cccc(CN2CC[C@H]3C(=O)NCCCCCCN(Cc4ccncc4)[C@@H]3C2)c1OC
→ 4%	-18%	i	-25%	-15%	29	0%

A draw from above in order of number of heavy atoms, low to high:
Under each structure: SNCA expr inh	HEK293 tox	GPT2 inhibitor	NIH3T3 tox	HEK293 viab	IP6K1 inh	FLuc inh
21: Cc1noc2c(-c3cccc(O)c3)cc(-c3ccccc3)nc12
→ ?	50µM*	-4%[88.5 µM]	28µM*	-24%[87.6 µM]	-7	7%[172 µM]
27: CCn1c(=O)n(-c2cccc(Cl)c2)c(=O)c2sc3ccccc3c21
→ 13%	.	.	.	?	-11	.
16: Cn1ncc2c(C(=O)NC3CC3)cc(-c3ccc(C(F)(F)F)cc3)nc21
→ .	?	.	?	.	-16	.
25: COc1ncccc1-c1cnc2[nH]cc(CC(=O)Nc3cccc(Cl)c3)c2c1
→ 13%[87.6 µM]	32µM*	-8%[88.5 µM]	?	?	28	13%[172 µM]
23: COc1ccc(C2(CNC(=O)C(=O)Nc3ccccc3C)CCCC2)cc1OC
→ 0%	.	.	.	-5%	27	.
26: CC(=O)Nc1ccc(NC(=O)c2nc(S(=O)(=O)Cc3ccc(F)cc3)ncc2Cl)cc1
→ ?	.	.	.	7.9µM*	0	.
17: Cc1ccc(OCC(=O)c2ccc3c(c2)N(C(C)C(=O)NCC2CCCO2)C(=O)CO3)cc1C (configuration not stated)
→ 8%	?	i	-9%	3%	-5	-16%

Additional structures follow:
Under each structure: SNCA expr inh	HEK293 tox	GPT2 inhibitor	NIH3T3 tox	HEK293 viab	IP6K1 inh	FLuc inh
31: Cc1ccc(NC(=O)c2ccc3c(c2)N(C)C2CCCCN2C3=O)cc1 (configuration not stated)
→ 145%[activator]	?	i	-26%	19%[12.5 µM]	7	40µM*
32: Cn1ncc(N2CCC(CNC(=O)CCN3CCCCC3=O)C2)cc1=O (configuration not stated)
→ 3%	-2%	i	4%	8%	14	6%
33: CCN(CC)C1(Cc2cc(COC)on2)COC1
→ ?	1%[230 µM]	2%[88.5 µM]	1%[230 µM]	-2%[87.6 µM]	19	1%[230 µM]
34: COc1ccc(N2CCN(C(=O)CN3C(=O)COc4ccc(S(=O)(=O)N5CCC(C)CC5)cc43)CC2)cc1
→ ?	.	.	.	?	-5	.
35: CCC(C)NC(=O)C(NC(=O)c1ccc(C)cc1)C1CCN(C(=O)c2ccc(F)cc2)CC1 (configuration not stated)
→ 3%	-25%	i	-15%	5%	3	-3%
36: CCOc1ccc(-c2nc3c(c(SCC(=O)N4CCCCC4)n2)Cc2cc(C)ccc2O3)cc1
→ 3%	.	.	.	5%	-24	.
37: CCOc1ccc(NC(=O)CCc2c(C)nc3nc(-c4cc(OC)cc(OC)c4)nn3c2C)cc1
→ -3%	.	.	.	?	-7	.
38: c1ccc([C@@H]2C[C@@H]3C[C@H](NC4CCCCCC4)C[C@@H]3CO2)cc1
→ .	?	.	?	.	22	.
39: CN1CCN(C(=O)C2CCCCC(=O)N2)CC1 (configuration not stated)
→ -29%	12%	3%	i	6%	15	-1%
40: Cc1ccc(C(=O)NCCc2ncc(C)n2CC2CC2)cn1
→ -26%	4%	i	-2%	?	0	.
41: CCCNC(=O)C1CCC(Cn2c(=O)c3sccc3n(CC(=O)Nc3ccccc3C)c2=O)CC1 (configuration not stated)
→ -19%	.	.	.	13%	-9	.
42: CCC(C)NC(=O)C1CCCN1Cc1cccc(-c2ccc(C)c(Cl)c2)c1 (configuration not stated)
→ .	22µM*	.	35µM*	.	27	.
43: O=C(c1ccc(-c2ncc3cnc(-c4ccccc4)cn23)cc1)N1CCS(=O)(=O)CC1
→ 6%[87.6 µM]	5%[172 µM]	2%[88.5 µM]	?	0%[87.6 µM]	-11	-6%[172 µM]
44: O=C1CCN(Cc2ccncc2)CCCC(C(=O)NCc2cccc(C(F)(F)F)c2)CCN1 (configuration not stated)
→ 17%	-6%	1%	-10%	2%	5	0%
45: Cc1cnc(C2CC2)n1C1CCN(C(=O)CC(C)C)CC1
→ -13%	i	-30%	0%	?	-5	-2%

Following part.
Under each structure: SNCA expr inh	HEK293 tox	GPT2 inhibitor	NIH3T3 tox	HEK293 viab	IP6K1 inh	FLuc inh
46: COc1ccc(CNC(=O)CN2C(=O)CSc3ccc(S(=O)(=O)N4CCC(C)CC4)cc32)cc1
→ 18%	.	.	.	-13%	-4	.
47: CCCCn1c(=O)c(C(=O)N2CCC(c3ccccc3)CC2)nc2cccnc21
→ -20%	?	2%	?	0%	7	.
48: CN1CCN(C(=O)CCCOc2ccccc2)CC12CCNC(=O)CC2 (configuration not stated)
→ -29%	?	-17%	i	-7%	0	-3%
49: O=C1[C@@H]2C[C@@H](CN2C(=O)C2CCOCC2)Oc2ccccc2N1Cc1ccc(OC(F)(F)F)cc1
→ -2%	?	5%	?	2%	2	-14%
50: CC1=C(CO)C2(C)CCCC(C)(C)C2C(O)C1O (configuration not stated)
→ .	.	4%	.	25%	-1	.
51: COc1ccc(NC(=O)CN2C(=O)C(C)(C)c3cc(S(=O)(=O)N4CCCCC4)ccc32)cc1Cl
→ -27%	.	.	.	-13%	26	.
52: Cn1c(C(=O)NCCc2cnc[nH]2)nc2nc(-c3ccccc3)c(Cl)cc21
→ 5%[87.6 µM]	?	i	28µM*	-2%[87.6 µM]	12	?
53: O=C(NCCn1cc(C2CCCNC2)nn1)c1ccc(F)cc1 (configuration not stated)
→ 20%	-16%	?	-17%	1%	2	-9%

From PubChem

Only part of the results is shown (hit frequency here may not be typical).
